M1AAP inhibition: P. falciparum M1AAP inhibitors, biochemical, fluorogenic H-Leu-NHMec substrate, 1536-well (AID 1445). Aminopeptidase N (Plasmodium falciparum (isolate 3D7)). recombinant M1AAP, H-Leu-NHMec fluorogenic kinetic assay; higher % means a stronger effect. inhibition, % at 30 µM; hits with a dose series show IC50 in µM. 0.42% of 220,000 active;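 active means primary inhibition above the hit cutoff, then over 50% inhibition at one or more dose response concentrations, cut at about 23% in these data, passing the limit was not always enough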;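 further: plate controls were DMSO full reaction for no effect and no enzyme background for full effect; strong numbers were not always called active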
AID2073: inhibitors of Mint1-CaV2.2 protein interaction, biochemical, HTRF (AID 2073); Voltage-dependent N-type calcium channel subunit alpha-1B (Homo sapiens); HTRF protein-protein interaction, Mint1-CaV2.2; higher % means a stronger effect; inhibition, % at 20 µM; hits with a dose series show IC50 in µM; 0.19% of 290,000 active; in the data active means inhibition mostly above about 51%, no sharp cut-off; further: some results filed as inactive read as strong as hits
XIAP displacement: XIAP antagonists, biochemical, IAP family, fluorescence polarization (AID 1018); XIAP BIR domain, fluorescence polarization peptide displacement; higher % means a stronger effect; one-dose displacement, % at 20 µM; IC50 in µM for titrated hits; 0.007% of 200,000 active; in the data active means displacement above about 50%; further: a part of the inactive calls stands beside numbers as strong as those of hits
PMI inhibition: human PMI inhibitors, high substrate, primary screen, biochemical, fluorescence intensity, high mannose 6-phosphate (AID 1220); 0.66% of 190,000 active; recombinant PMI enzyme, coupled fluorescence intensity; higher % means a stronger effect; inhibition, % at 20 µM, or IC50 in µM where a hit was titrated
PMI inhibitors: inhibitors of human PMI, primary screen, biochemical, fluorescence intensity, coupled assay (AID 1209); inhibition, % at 20 µM; hits with a dose series show IC50 in µM; purified PMI enzyme, coupled fluorescence intensity; higher % means a stronger effect; 0.42% of 190,000 active; Mannose-6-phosphate isomerase (Homo sapiens);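 further: plate controls were DMSO vehicle for no effect and wells lacking substrate for full effect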
Dynein cargo inh: inhibitors of GR-EGFP nuclear translocation, primary screen, dynein cargo transport inhibitor project, imaging, high-content, 3617.4 mouse cells. test concentration mostly 20 µM; stimulated with dexamethasone, 1 µM; hits give low values. z-score, hits read low. 0.47% of 220,000 active;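 active means plate z-score of nuclear minus cytoplasmic receptor signal below a set negative limit, without overly bright fluorescence or cell loss, cut at about -3.5 in these data, passing the limit was not always enough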;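 further: z-score of nuclear minus cytoplasmic ring GR-EGFP intensity difference per well; some compounds called inactive have numbers as strong as hits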
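Medium: Induction medium lacking tetracycline, stripped serum | Probe or stimulus: 1.0 µM final dexamethasone stimulus | Schedule: 48 h induction, then 1 h compound, then 30 min agonist, 37 °C | Signal: Automated 10x imaging of fixed Hoechst-stained cells | Evaluation: Per-cell GR-EGFP intensity, nucleus versus surrounding cytoplasmic ring, well-averaged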
Siah-1 displacement: Siah-1 peptide-binding antagonists, primary screen, biochemical, fluorescence polarization, rhodamine-plectin, uHTS (AID 1817) | Siah-1 / rhodamine-plectin peptide fluorescence polarization; higher % means a stronger effect | one-dose displacement, % at 20 µM; IC50 in µM for titrated hits | 0.02% of 290,000 active;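 active means displacement of at least 50% at 20 µM, with a fluorescence ratio check between 0.3 and a set limit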;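 further: plate controls were Siah plus tracer with DMSO for no effect and tracer alone without Siah for full effect; strong numbers were not always called active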
LYP inhibition: inhibitors of LYP phosphatase, biochemical, fluorescence intensity, uHTS (AID 1779); Tyrosine-protein phosphatase non-receptor type 22 (Homo sapiens); recombinant LYP phosphatase, fluorescence intensity; higher % means a stronger effect; one-dose inhibition, % at 11.5 µM; IC50 in µM for titrated hits; 0.054% of 290,000 active;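 further: plate controls were vehicle with enzyme for no effect and no enzyme for full effect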
M17LAP inhibition: P. falciparum M17LAP inhibitors, primary screen, biochemical, fluorogenic H-Leu-NHMec substrate, 1536-well (AID 1619) | 0.38% of 220,000 active | recombinant M17LAP, H-Leu-NHMec fluorogenic kinetic assay; higher % means a stronger effect | one-dose inhibition, % at 30 µM; IC50 in µM for titrated hits;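 active means compound inhibiting the enzyme by more than half at any dose during confirmatory dose-response retesting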;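 further: plate controls were full reaction with DMSO carrier for no effect and no enzyme background for full effect; strong numbers were not always called active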
Dynein cargo inh cytoplasmic EGFP: also measured in Dynein cargo inh; calls as there; z-score; measured here: cytoplasmic GR-EGFP intensity; hits give high values
Dynein cargo inh nuclear GR-EGFP: recorded beside Dynein cargo inh, whose call it bears; z-score; measured here: nuclear GR-EGFP intensity;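 lower value marks the stronger effect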
Dynein cargo inh cell count: further read-out of Dynein cargo inh, marked with its call; z-score; measured here: cell count per field
* = called active by the depositor. Unless noted, no stated cut-off is given here; in the data, active means inhibition above about 50%; inactive means the rest.

Results for CC(CN1CCOCC1)OC(=O)c1cccc(Br)c1 (stereo unspecified) ?
M1AAP inhibition: 19%; AID2073: 1%; XIAP displacement: -3.2%; PMI inhibition: 0%; PMI inhibitors: -9%; Dynein cargo inh: -0.87; Siah-1 displacement: 5%; LYP inhibition: -9%; M17LAP inhibition: 9%; Dynein cargo inh cytoplasmic EGFP: -0.056; Dynein cargo inh nuclear GR-EGFP: -0.58; Dynein cargo inh cell count: 1.4

Results for CCCOc1ccc(-c2c(=O)n(OCc3ccc([N+](=O)[O-])cc3)c3ccccc3[n+]2[O-])cc1 ?
M1AAP inhibition: 6%; AID2073: -1%; XIAP displacement: -1.4%; PMI inhibition: 12%; PMI inhibitors: 19%; Dynein cargo inh: -0.41; Siah-1 displacement: 4%; LYP inhibition: -1%; M17LAP inhibition: 4%; Dynein cargo inh cytoplasmic EGFP: 0.018; Dynein cargo inh nuclear GR-EGFP: -0.34; Dynein cargo inh cell count: -0.66

How did Cc1cccc(CC2CC(=O)N(c3ccccc3)C2=O)c1 (stereo unspecified) do in these assays?
M1AAP inhibition: 10%; AID2073: -5%; XIAP displacement: -2.2%; PMI inhibition: 0%; PMI inhibitors: 7%; Dynein cargo inh: -0.16; Siah-1 displacement: 1%; LYP inhibition: -6%; M17LAP inhibition: 14%; Dynein cargo inh cytoplasmic EGFP: -0.18; Dynein cargo inh nuclear GR-EGFP: -0.43; Dynein cargo inh cell count: -1

Results for O=Cc1cccn1-c1sc2c(c1C(=O)O)CCCC2 ?
M1AAP inhibition: 12%; AID2073: 7%; XIAP displacement: -16%; PMI inhibition: -7%; PMI inhibitors: -8%; Dynein cargo inh: 0.29; Siah-1 displacement: -3%; LYP inhibition: 4%; M17LAP inhibition: -1%; Dynein cargo inh cytoplasmic EGFP: -0.27; Dynein cargo inh nuclear GR-EGFP: 0.03; Dynein cargo inh cell count: -0.4

Results for COc1cccc(-c2cc(=O)c3cc(NC(=O)c4ccccc4)ccc3[nH]2)c1 ?
M1AAP inhibition: 3%; AID2073: 38%; XIAP displacement: -3.2%; PMI inhibition: -45%; PMI inhibitors: -33%; Dynein cargo inh: -0.095; Siah-1 displacement: 17%; LYP inhibition: -6%; M17LAP inhibition: 0%; Dynein cargo inh cytoplasmic EGFP: -0.16; Dynein cargo inh nuclear GR-EGFP: 0.26; Dynein cargo inh cell count: 0.65

How did CN(C)S(=O)(=O)N1CCC(c2ccc(F)cc2)C(COc2ccc3c(c2)OCO3)C1 (stereo unspecified) do in these assays?
M1AAP inhibition: 9%; AID2073: 5%; XIAP displacement: -7.8%; PMI inhibition: 16%; PMI inhibitors: 16%; Dynein cargo inh: 1.8; Siah-1 displacement: -2%; LYP inhibition: -5%; M17LAP inhibition: 14%; Dynein cargo inh cytoplasmic EGFP: -0.32; Dynein cargo inh nuclear GR-EGFP: 1.3; Dynein cargo inh cell count: -1.3

How did CCCCN(C(=O)Cn1nnc2ccccc21)C(C(=O)NCCOC)c1ccccc1 (stereo unspecified) do in these assays?
M1AAP inhibition: 7%; AID2073: 12%; XIAP displacement: -8.0%; PMI inhibition: -9%; PMI inhibitors: -10%; Dynein cargo inh: 1.5; Siah-1 displacement: -12%; LYP inhibition: -4%; M17LAP inhibition: 0%; Dynein cargo inh cytoplasmic EGFP: -0.22; Dynein cargo inh nuclear GR-EGFP: 0.58; Dynein cargo inh cell count: 0.24

What do the screens show for `Cc1cc(Cl)ccc1N=c1ssnc1Cl`?
M1AAP inhibition: 13%; AID2073: 15µM*; XIAP displacement: -2.0%; PMI inhibition: 14%; PMI inhibitors: 53%*; Dynein cargo inh: 0.14; Siah-1 displacement: 5%; LYP inhibition: 3%; M17LAP inhibition: -8%; Dynein cargo inh cytoplasmic EGFP: 0.1; Dynein cargo inh nuclear GR-EGFP: 0.17; Dynein cargo inh cell count: -0.13

Results for COc1ccc(OC)c(S(=O)(=O)Nc2ccccc2C)c1 ?
M1AAP inhibition: 1%; AID2073: -5%; XIAP displacement: -1.9%; PMI inhibition: 11%; PMI inhibitors: 12%; Dynein cargo inh: 0.026; Siah-1 displacement: 0%; LYP inhibition: -6%; M17LAP inhibition: -8%; Dynein cargo inh cytoplasmic EGFP: -0.26; Dynein cargo inh nuclear GR-EGFP: 0.26; Dynein cargo inh cell count: 0.69

Results for Cc1ccc(S(=O)(=O)NCCC(=O)Oc2ccc3ccc(=O)oc3c2)cc1 ?
M1AAP inhibition: 3%; AID2073: 5%; Dynein cargo inh: -0.82; Siah-1 displacement: 12%; LYP inhibition: -14%; M17LAP inhibition: -148%; Dynein cargo inh cytoplasmic EGFP: -0.076; Dynein cargo inh nuclear GR-EGFP: -0.48; Dynein cargo inh cell count: 0.89

The final 2 records of the section above are carried over, then new ones follow:
Results for COc1ccc(OC)c(S(=O)(=O)Nc2ccccc2C)c1 ?
M1AAP inhibition: 1%; AID2073: -5%; XIAP displacement: -1.9%; PMI inhibition: 11%; PMI inhibitors: 12%; Dynein cargo inh: 0.026; Siah-1 displacement: 0%; LYP inhibition: -6%; M17LAP inhibition: -8%; Dynein cargo inh cytoplasmic EGFP: -0.26; Dynein cargo inh nuclear GR-EGFP: 0.26; Dynein cargo inh cell count: 0.69

Results for Cc1ccc(S(=O)(=O)NCCC(=O)Oc2ccc3ccc(=O)oc3c2)cc1 ?
M1AAP inhibition: 3%; AID2073: 5%; Dynein cargo inh: -0.82; Siah-1 displacement: 12%; LYP inhibition: -14%; M17LAP inhibition: -148%; Dynein cargo inh cytoplasmic EGFP: -0.076; Dynein cargo inh nuclear GR-EGFP: -0.48; Dynein cargo inh cell count: 0.89

Results for CN(C)c1cccc(C(=O)OC(C(=O)Nc2ccc([N+](=O)[O-])cc2Br)c2ccccc2)c1 (stereo unspecified) ?
M1AAP inhibition: 0%; AID2073: 23%; XIAP displacement: -5.4%; PMI inhibition: 4%; PMI inhibitors: 10%; Dynein cargo inh: -0.52; Siah-1 displacement: -4%; LYP inhibition: -7%; M17LAP inhibition: -7%; Dynein cargo inh cytoplasmic EGFP: -0.27; Dynein cargo inh nuclear GR-EGFP: -0.28; Dynein cargo inh cell count: 0.76

What do the screens show for `Cc1cccc(NC(=O)CN(C)S(=O)(=O)c2ccccc2)n1`?
M1AAP inhibition: 12%; AID2073: -9%; XIAP displacement: -2.6%; PMI inhibition: -5%; PMI inhibitors: 2%; Dynein cargo inh: 0.73; Siah-1 displacement: 2%; LYP inhibition: -2%; M17LAP inhibition: 3%; Dynein cargo inh cytoplasmic EGFP: -0.25; Dynein cargo inh nuclear GR-EGFP: 0.54; Dynein cargo inh cell count: -0.82

How did COc1ccc(S(=O)(=O)N2CCCCC2C(=O)O)cc1OC (stereo unspecified) do in these assays?
M1AAP inhibition: 3%; AID2073: 2%; XIAP displacement: -5.5%; PMI inhibition: -4%; PMI inhibitors: -6%; Dynein cargo inh: 0.15; Siah-1 displacement: -1%; LYP inhibition: -3%; M17LAP inhibition: 1%; Dynein cargo inh cytoplasmic EGFP: -0.1; Dynein cargo inh nuclear GR-EGFP: 0.11; Dynein cargo inh cell count: 0.86

What do the screens show for `CC1CC(C)CN(S(=O)(=O)c2ccc(C(=O)N3CCN(c4ccccc4)CC3)cc2)C1` (stereo unspecified)?
M1AAP inhibition: -1%; AID2073: 11%; XIAP displacement: -2.7%; PMI inhibition: 4%; PMI inhibitors: 0%; Dynein cargo inh: -0.49; Siah-1 displacement: 3%; LYP inhibition: 6%; M17LAP inhibition: 10%; Dynein cargo inh cytoplasmic EGFP: -0.25; Dynein cargo inh nuclear GR-EGFP: -0.3; Dynein cargo inh cell count: 0.36

How did O=C(CSc1nccc(=O)[nH]1)Nc1ccc2c(c1)OCCO2 do in these assays?
M1AAP inhibition: 3%; AID2073: -17%; XIAP displacement: -3.0%; PMI inhibition: 0%; PMI inhibitors: 4%; Dynein cargo inh: 2.1; Siah-1 displacement: 20%; LYP inhibition: -2%; M17LAP inhibition: -1%; Dynein cargo inh cytoplasmic EGFP: -0.25; Dynein cargo inh nuclear GR-EGFP: 1.2; Dynein cargo inh cell count: -0.9

How did Cn1c(SCC(=O)NC(=O)c2cccc([N+](=O)[O-])c2)nnc1-c1ccc(F)cc1 do in these assays?
M1AAP inhibition: -4%; AID2073: -6%; XIAP displacement: -12%; PMI inhibition: 6%; PMI inhibitors: 0%; Dynein cargo inh: -0.49; Siah-1 displacement: -4%; LYP inhibition: -9%; M17LAP inhibition: 1%; Dynein cargo inh cytoplasmic EGFP: -0.11; Dynein cargo inh nuclear GR-EGFP: -0.056; Dynein cargo inh cell count: 0.55

How did CCOC(=O)c1ccc(NC(=O)Cn2ccc([N+](=O)[O-])n2)cc1 do in these assays?
M1AAP inhibition: -1%; AID2073: -3%; XIAP displacement: -3.9%; PMI inhibition: -2%; PMI inhibitors: -3%; Dynein cargo inh: -0.25; Siah-1 displacement: 2%; LYP inhibition: -2%; M17LAP inhibition: 1%; Dynein cargo inh cytoplasmic EGFP: -0.24; Dynein cargo inh nuclear GR-EGFP: 0.63; Dynein cargo inh cell count: -0.74

What do the screens show for `Cc1ccc(N2CCN(C(=O)c3cc(C(=O)c4ccccc4C)c[nH]3)CC2)c(C)c1`?
M1AAP inhibition: -1%; AID2073: 7%; XIAP displacement: -2.3%; PMI inhibition: 17%; PMI inhibitors: 17%; Dynein cargo inh: -1.1; Siah-1 displacement: 9%; LYP inhibition: -3%; M17LAP inhibition: -3%; Dynein cargo inh cytoplasmic EGFP: 0.0023; Dynein cargo inh nuclear GR-EGFP: -0.38; Dynein cargo inh cell count: 0.44

How did CCN(CC)C(=O)CN1C(=O)C2(OCC(C)(c3ccccc3)CO2)c2ccccc21 (stereo unspecified) do in these assays?
M1AAP inhibition: 5%; AID2073: 2%; XIAP displacement: -0.5%; PMI inhibition: 2%; PMI inhibitors: 8%; Dynein cargo inh: -0.42; Siah-1 displacement: 0%; LYP inhibition: 0%; M17LAP inhibition: -2%; Dynein cargo inh cytoplasmic EGFP: -0.23; Dynein cargo inh nuclear GR-EGFP: -0.14; Dynein cargo inh cell count: -0.63

What do the screens show for `COc1cc(OC)nc(N/N=C(\c2ccccc2)c2ccncc2)n1`?
M1AAP inhibition: 6%; AID2073: 2%; XIAP displacement: -3.5%; PMI inhibition: -35%; PMI inhibitors: -33%; Dynein cargo inh: -0.56; Siah-1 displacement: -2%; LYP inhibition: 3%; M17LAP inhibition: 20%; Dynein cargo inh cytoplasmic EGFP: -0.29; Dynein cargo inh nuclear GR-EGFP: -0.53; Dynein cargo inh cell count: 0.67

Assay outcomes (PubChem BioAssay)
